Screening data: PubChem BioAssay, Dana-Farber Cancer Institute and Novartis Institutes for BioMedical Research (Cambridge, Mass)
UCHL1 inh: blocks human UCHL1 ubiquitin-rhodamine cleavage. purified UCHL1, Ub-rhodamine cleavage fluorescence. P09936. 47,000 tested, 0.2% active. inhibition, % at 20 µM
USP7 block: blocks human USP7 ubiquitin-rhodamine cleavage | inhibition, % at 20 µM | Q93009 | purified USP7, Ub-rhodamine cleavage fluorescence | 47,000 tested, 0.3% active
USP10 block: blocks human USP10 ubiquitin-rhodamine cleavage | inhibition, % at 20 µM | 47,000 tested, 1.1% active | purified USP10, Ub-rhodamine fluorescence, 60 min
USP30 block: human USP30 deubiquitinase inhibition. Q70CQ3. purified USP30, Ub-rhodamine cleavage fluorescence. inhibition, % at 25 µM. 47,000 tested, 5.3% active. AID 1645860
USP28 block: human USP28 deubiquitinase inhibition | Q96RU2 | purified USP28, Ub-rhodamine cleavage fluorescence, 30 min | inhibition, % at 25 µM | 47,000 tested, 3% active | AID 1645857
USP8 block: blocks human USP8 ubiquitin-rhodamine cleavage; P40818; purified USP8, Ub-rhodamine cleavage fluorescence, 30 min; inhibition, % at 20 µM; 47,000 tested, 4.2% active; AID 1645853
Target sequence (P40818 whole entry, looked up): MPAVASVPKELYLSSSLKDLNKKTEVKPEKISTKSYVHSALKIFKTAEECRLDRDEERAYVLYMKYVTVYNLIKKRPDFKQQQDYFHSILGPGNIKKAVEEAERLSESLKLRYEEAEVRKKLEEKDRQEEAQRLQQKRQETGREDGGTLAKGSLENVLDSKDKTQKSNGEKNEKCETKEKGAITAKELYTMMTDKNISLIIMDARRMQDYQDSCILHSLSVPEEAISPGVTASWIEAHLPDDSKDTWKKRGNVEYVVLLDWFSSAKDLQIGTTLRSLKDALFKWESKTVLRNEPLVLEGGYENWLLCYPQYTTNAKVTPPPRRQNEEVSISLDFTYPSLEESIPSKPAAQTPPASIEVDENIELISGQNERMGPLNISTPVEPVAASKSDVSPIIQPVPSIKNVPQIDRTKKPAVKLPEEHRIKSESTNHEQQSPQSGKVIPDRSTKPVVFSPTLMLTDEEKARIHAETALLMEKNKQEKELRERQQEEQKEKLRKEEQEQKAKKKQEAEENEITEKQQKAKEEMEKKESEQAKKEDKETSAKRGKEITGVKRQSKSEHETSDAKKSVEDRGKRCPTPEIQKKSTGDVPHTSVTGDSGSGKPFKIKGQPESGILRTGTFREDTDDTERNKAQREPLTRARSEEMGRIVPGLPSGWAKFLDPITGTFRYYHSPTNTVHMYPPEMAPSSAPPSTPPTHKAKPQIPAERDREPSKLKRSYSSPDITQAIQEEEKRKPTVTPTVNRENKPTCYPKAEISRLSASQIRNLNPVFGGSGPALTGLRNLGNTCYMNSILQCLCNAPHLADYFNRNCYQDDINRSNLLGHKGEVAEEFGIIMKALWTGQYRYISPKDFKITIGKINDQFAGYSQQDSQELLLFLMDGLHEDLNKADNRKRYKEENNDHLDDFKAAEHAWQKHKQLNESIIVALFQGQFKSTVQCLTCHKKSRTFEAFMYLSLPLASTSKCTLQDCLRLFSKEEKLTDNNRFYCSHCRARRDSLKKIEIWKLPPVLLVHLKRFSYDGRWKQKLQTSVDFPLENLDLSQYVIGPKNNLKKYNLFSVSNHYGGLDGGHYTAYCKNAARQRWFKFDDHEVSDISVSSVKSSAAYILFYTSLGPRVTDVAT
USP17 inh: blocks human USP17 ubiquitin-rhodamine cleavage; purified USP17, Ub-rhodamine cleavage fluorescence, 3 h; inhibition, % at 50 µM; 47,000 tested, 6.5% active
OTUD3 inh: blocks human OTUD3 ubiquitin-rhodamine cleavage; Q5T2D3; purified OTUD3, Ub-rhodamine fluorescence, 2 h; inhibition, % at 25 µM; 47,000 tested, 0.7% active
An asterisk follows results filed as active; i = inactive; x = not tested or not shown. No stated cut-off is given here; in the data, active means inhibition above about 30%; inactive means the rest.

SMILES	UCHL1 inh	USP7 block	USP10 block	USP30 block	USP28 block	USP8 block	USP17 inh	OTUD3 inh
Cc1nc2c(c(=O)[nH]1)C(c1ccc(OCc3ccccc3C)cc1)CC(=O)N2 (stereo not drawn)	-1	1	0	-22	-8	0	1	-6
CCNC(=O)c1ccc2c(c1)nc1n2CCN(CCc2ccccc2)C1	-8	-5	-9	i	-228	-189	-150	-193
Cc1ccc(C)c(C(=O)NC2CCN(Cc3c(C)noc3C)C2)c1 (stereo not drawn)	-2	1	-3	-6	0	-5	-2	3
Clc1cccc(C2(c3nc(Cc4ccccc4)no3)CCOCC2)c1	0	-1	4	2	4	7	5	1
COc1ccc(CNCc2c(C(=O)O)n(Cc3ccc(F)cc3Cl)c3cc(C)ccc23)cc1	-10	-4	-3	63*	28	-59	57*	13
O=C(c1cc(C2CCCCC2)no1)N1C[C@@H](O)[C@H](N2CCOCC2)C1	0	0	2	3	0	0	-19	5
CC(C)NC(=O)C1CCN(c2nc3ccc(-c4cncnc4)nc3s2)CC1	-5	1	-3	-34	-6	0	0	-6
Cc1ccc(C(=O)N2CCc3cc(-c4nc(NC(=O)CN(C)C5CCCCC5)sc4C)ccc32)cc1	1	-35	2	-32	4	14	19	-7
CC(=O)N[C@@]12CN(C)CC[C@@H]1CN(C(=O)Cc1ccc(C)c(C)c1)C2	-2	1	0	x	x	-3	2	0
COc1ccccc1NC(=O)c1cn2c(n1)CCCC2	2	4	0	18	10	7	0	14
O=C(Cc1ccccc1)Nc1cc(-c2ccccc2)nn1C1CCS(=O)(=O)C1 (stereo not drawn)	5	3	0	8	9	13	4	9
CN1C(=O)[C@H](Cc2ccccc2)N(C)C(=O)[C@@H]2[C@H]1CCN2C(=O)Nc1ccccc1	1	-1	0	12	9	18	12	6
Cc1ccccc1OCCC(=O)NC(c1ccccc1)c1ccccc1	2	7	0	21	10	12	32*	10
O=C(CN1CCc2ccccc21)Nc1cc(C(=O)O)ccc1O	2	1	0	-12	2	49*	6	14
CN(C)S(=O)(=O)N1C[C@@H]2[C@@H](C1)OCC(=O)N2Cc1ccccc1	1	1	3	-3	-3	0	-2	2
COc1ccc(C2CC(=O)N(CC(=O)c3ccccc3)c3ccccc3S2(=O)=O)cc1OC (stereo not drawn)	-2	0	-4	16	2	-71	1	7
O=C1C(C2CCN(c3cccnc3)CC2)CC=CCN1Cc1ccc(F)cc1 (stereo not drawn)	-3	-3	-5	x	x	-19	-16	0
COc1ccc(NC(=O)c2cc(-c3ccncc3)n(-c3ccc(F)cc3)n2)cc1OC	3	1	-1	2	3	-3	-10	-2
Cc1c(C(=O)NC(C)C(C)C)nnn1-c1cccc2c1CCN(c1ccc(C#N)cn1)C2 (stereo not drawn)	3	-16	4	-7	4	-44	-8	0
C1=CCC(CN(CCCn2ccnc2)Cc2cnc[nH]2)CC1 (stereo not drawn)	-2	-1	0	6	-2	32*	0	-1

One compound at a time (already shown).
COc1ccc(NC(=O)c2cc(-c3ccncc3)n(-c3ccc(F)cc3)n2)cc1OC as listed: UCHL1 inh: 3; USP7 block: 1; USP10 block: -1; USP30 block: 2; USP28 block: 3; USP8 block: -3; USP17 inh: -10; OTUD3 inh: -2
O=C1C(C2CCN(c3cccnc3)CC2)CC=CCN1Cc1ccc(F)cc1 (stereo not drawn) as listed: UCHL1 inh: -3; USP7 block: -3; USP10 block: -5; USP30 block: x; USP28 block: x; USP8 block: -19; USP17 inh: -16; OTUD3 inh: 0

Sorted by molecular weight (rising): three of the compounds above
SMILES	UCHL1 inh	USP7 block	USP10 block	USP30 block	USP28 block	USP8 block	USP17 inh	OTUD3 inh
Cc1ccccc1OCCC(=O)NC(c1ccccc1)c1ccccc1	2	7	0	21	10	12	32*	10
Clc1cccc(C2(c3nc(Cc4ccccc4)no3)CCOCC2)c1	0	-1	4	2	4	7	5	1
CN1C(=O)[C@H](Cc2ccccc2)N(C)C(=O)[C@@H]2[C@H]1CCN2C(=O)Nc1ccccc1	1	-1	0	12	9	18	12	6

Further results:
SMILES	UCHL1 inh	USP7 block	USP10 block	USP30 block	USP28 block	USP8 block	USP17 inh	OTUD3 inh
COc1ccc(C2CC(=O)C3=C(C2)Nc2ccccc2N(C(C)=O)C3c2ccco2)cc1OC (stereo not drawn)	-2	-3	0	-6	-8	-5	-5	-5
CC(C)c1noc(-c2ccc(OCC(=O)Nc3ccccc3Br)cc2)n1	-3	2	4	31*	-4	-13	-3	3
N#Cc1cccc(NC(=O)Nc2cccn(Cc3ccc(F)cc3)c2=O)c1	8	-1	20	38*	74*	91*	74*	4
COc1cc2c(cc1CN1C[C@@H](c3cccnc3)[C@@]3(CCCC(=O)N3)C1)CCC2	-4	-9	0	0	-12	3	-5	-7
CCN(C(=O)c1cc2c(Cl)nc3ccccc3c2s1)c1ccccc1F	0	1	2	71*	19	-5	15	10
CC(=O)Nc1ccc(NC(=O)c2ccccc2-c2nc(-c3cccc(C)c3)no2)cc1	-2	0	-1	-36	-20	-66	-14	-10
CC(C)CC(=O)Nc1cc(=O)[nH]c2nc(-c3ccco3)nn12	-1	2	-4	-95	7	0	0	6
Cn1c(SCCOc2ccc(Cl)cc2)nnc1-c1ccc2c(c1)OCCO2	3	-14	6	54*	27	10	18	20
COc1ccc(CNC(=O)NC2CCN(c3ccc(F)cc3)C2=O)cc1 (stereo not drawn)	-2	0	1	4	0	15	6	-1
CCC(C)[C@H](NC(=O)[C@H](Cc1ccccc1)n1c(=O)[nH]c2ccccc2c1=O)C(=O)N1CCC[C@H]1C(=O)O (stereo partly drawn)	-1	1	0	1	4	-119	-10	10
C=C(C)C1CCC2(C)CC(=O)C=C(C)C2C1 (stereo not drawn)	3	3	4	9	1	1	0	3
O=C1NC2(CCN(C(=O)c3cccc(F)c3)CC2)N=C1c1ccc(Cl)cc1	-3	-83	-4	0	-8	-20	-4	-14
Cc1cccc(CN2CCCC(c3cnc(Nc4ncccn4)cn3)C2)n1 (stereo not drawn)	-3	0	-4	-8	-12	-5	-6	-10
Cc1nn2c(CNC(=O)c3ccc(F)cc3Cl)c(C)nc2s1	0	-2	-4	-9	-7	-33	-73	-3
CCOc1ccccc1C1c2[nH]c3ccccc3c2C[C@H]2C(=O)N(CCCc3ccccc3)CC(=O)N12 (stereo partly drawn)	-1	2	-7	-144	-32	5	-18	-6
COc1ccc(CCNC(=O)[C@H](C(C)C)N2C(=O)N3CCc4c([nH]c5ccccc45)[C@@]3(C)C2=O)cc1	11	12	1	6	16	23	0	7
COCCN1C[C@H]2COc3ccccc3[C@H]2N(C(=O)c2cccc(OC)c2)CCC1=O	4	5	3	8	2	15	9	4
COc1ccc2c(Cl)c(C(=O)NC3CCCCCC3)sc2c1	1	5	5	-6	-1	-24	-5	1
CCOC(=O)N1CCN(c2ncc(Cn3cccn3)s2)CC1	0	5	4	19	9	10	4	15
Cn1c(=O)n(C2CCN(Cc3ccsc3)CC2)c2ncncc21	-2	3	-4	0	6	-7	1	5
CCOC(=O)C1CCN(C(=O)CN(c2ccccc2Cl)S(=O)(=O)c2ccc(C)cc2)CC1	4	3	-1	24	8	-2	5	7
O=C(Nc1cccnc1N1CCOCC1)C1CC1	-14	-15	-4	-285	-73	-25	-47	-74
CCCN1C(=O)C2(CC(=O)Nc3[nH]ncc32)c2ccccc21 (stereo not drawn)	0	1	2	15	4	5	6	8
CCC(=O)Nc1nc2cc(NS(=O)(=O)c3ccc(F)cc3)ccc2s1	3	-10	1	8	13	22	4	0
CCc1cc2c(N3CCN(c4nc(C)cc(C)n4)CC3)ncnc2s1	1	-18	0	6	5	19	6	11
COc1ccc(-c2cc(C3(O)CCCCC3)on2)cc1	0	-10	5	9	-2	6	-3	-3
CCN1CCN(c2ncc(-c3cc(=O)[nH]c(Nc4nc(C)c5cc(C)ccc5n4)n3)c(C)n2)CC1	0	5	0	17	10	14	11	9
Cc1ccc(CNC(=O)c2ccc3c(=O)nc4c(-c5cccc(C)c5)n[nH]n4c3c2)cc1	-3	4	16	x	x	-8	16	3
COC(=O)c1cccc(C(=O)NC2(c3nc(C)no3)CCCCC2)c1	1	-1	-1	16	3	12	8	9
O=C(c1cc2c(s1)CN(C1CC1)C2)N1CCN(c2ccc(F)cc2)CC1	0	-9	1	0	0	-1	0	3
Cc1nc(C2COCCN2C(=O)c2sc(C)nc2C)cc(=O)[nH]1 (stereo not drawn)	0	0	-1	-3	-10	6	-9	-2
COc1cccc(-c2cn3ccn(-c4ccccc4)c(=O)c3n2)c1	-2	1	-2	-24	-23	-3	28	-13
CCN1[C@H]2CCN(C(=O)c3ccc(OC)cc3)CC[C@@H]2Oc2ccccc2S1(=O)=O	1	2	0	22	2	15	-1	27
Cn1c(SCc2nc3ccccc3c(=O)[nH]2)nc2ccccc21	-10	-3	-4	-84	-3	34*	-4	-19
CSc1nc(SCc2ccccc2Cl)c2c3c(sc2n1)COC(C)(C)C3	-1	3	-2	-13	11	17	7	3
COc1ccc(S(=O)(=O)Nc2ccc3c(c2)CCC3)cc1[N+](=O)[O-]	10	-2	7	-12	16	-138	-17	12
CC1Cc2ccccc2N1S(=O)(=O)c1cccc(C(=O)OCC(=O)Nc2cc(F)ccc2F)c1 (stereo not drawn)	6	12	-3	-16	8	3	-1	11
CNc1cc(C2CCCN2C(=O)c2ccc3ncccc3c2)nc(C)n1 (stereo not drawn)	-2	-1	0	-30	-21	-42	x	-2
O=C(NCc1ccccc1)C1Cn2ccnc2C2(CCN(C(=O)C3CC3)CC2)O1 (stereo not drawn)	-5	-3	0	0	-6	-132	-22	-2
COc1cccc(CN2CCc3nc(C(=O)NCC(C)C)sc3CC2)c1	-17	-23	-5	-167	-29	-9	-26	-25
Cc1cc(=O)oc2cc(NC(=O)c3ccc4c(=O)n5c(nc4c3)CCCC5)ccc12	0	5	2	-3	5	-3	4	0
Cc1nc(N2CCN(c3ccccn3)CC2)nc2c1C(=O)CC(/C=C/c1ccccc1)C2 (stereo not drawn)	2	-10	6	16	6	15	15	6
Cc1nc2cc(N3CCC(C(=O)N4CCCCCC4)CC3)cnc2nc1C	-36	-42	-7	-358	-102	-81	-60	-82
CC(=O)N1CCCC1c1nc2ccccc2n1Cc1ccc(Cl)cc1 (stereo not drawn)	-3	-125	0	-9	-20	-19	-11	-5
COc1ccccc1NC(=O)C1=C(C)Nc2nc(-c3ccccc3Cl)nn2C1c1cccnc1 (stereo not drawn)	2	-11	-2	1	1	14	-1	6
CC(CN1CCOCC1)OC(=O)c1ccc(C(C)(C)C)cc1 (stereo not drawn)	0	-1	0	4	4	-177	-22	9
CCc1nc2cc(N3CCCC(C(=O)N4CCC5(CC4)OCCO5)C3)cnc2nc1CC (stereo not drawn)	-29	-19	-5	-188	-52	-16	-80	-52
Cc1cccc(C(=O)N[C@@H]2C[C@@H](Oc3ccccc3)[C@H](O)[C@H]2O)n1	0	3	1	8	-7	-1	-6	3
CC(C)CC(=O)N(Cc1ccc(-c2ccc(F)cc2)o1)C1CCS(=O)(=O)C1 (stereo not drawn)	-2	-44	2	0	-1	0	0	-5
O=C(c1ccccc1)N1C[C@@H]2OCC(=O)N(C3CCOCC3)[C@H]2C1	2	1	3	9	3	17	12	7
Cc1ccc2[nH]c(=O)c(CN(CC3CCCO3)S(C)(=O)=O)cc2c1 (stereo not drawn)	-2	1	-4	23	8	-2	2	7
COc1ccccc1/C=C/C(=O)NCc1cccnc1	0	3	0	1	-4	0	0	-1
CCS(=O)(=O)N1C[C@H](OCc2ccccn2)[C@H]2COC[C@H]21	1	2	2	-2	0	-41	-10	2
Nc1cc(=O)[nH]c(SCc2ccccc2F)n1	-1	-6	0	-2	2	-25	-2	-1
CN(C(=O)CSCc1nc(-c2ccc(F)cc2)no1)c1ccc(F)cc1	1	-26	-1	-1	0	-5	5	0
CN1C(=O)[C@H]2CN(c3ncccn3)C[C@H]2C12CCN(C(=O)NCc1ccccc1)CC2	-4	0	1	0	-15	-11	-6	-9
CS(=O)(=O)N[C@@H]1CN(Cc2cccc3ccccc23)C[C@H]1O	-3	-3	0	4	-8	-2	-10	-6
CCNC(=O)c1cn(-c2ccc(S(=O)(=O)N3CCCC(C)C3)cn2)cn1 (stereo not drawn)	-1	2	2	x	x	5	44*	0
O=C(Nc1ccc(-c2noc(-c3cccc(Cl)c3)n2)cc1)c1cccc(Br)c1	-5	0	1	-48	-24	-27	-25	-10

Reprinted at random: 6 records from the list, in no set order.
SMILES	UCHL1 inh	USP7 block	USP10 block	USP30 block	USP28 block	USP8 block	USP17 inh	OTUD3 inh
O=C(NCc1ccccc1)C1Cn2ccnc2C2(CCN(C(=O)C3CC3)CC2)O1 (stereo not drawn)	-5	-3	0	0	-6	-132	-22	-2
O=C(Nc1cccnc1N1CCOCC1)C1CC1	-14	-15	-4	-285	-73	-25	-47	-74
COc1ccc(CNCc2c(C(=O)O)n(Cc3ccc(F)cc3Cl)c3cc(C)ccc23)cc1	-10	-4	-3	63*	28	-59	57*	13
CCc1nc2cc(N3CCCC(C(=O)N4CCC5(CC4)OCCO5)C3)cnc2nc1CC (stereo not drawn)	-29	-19	-5	-188	-52	-16	-80	-52
Cn1c(=O)n(C2CCN(Cc3ccsc3)CC2)c2ncncc21	-2	3	-4	0	6	-7	1	5
CCOC(=O)C1CCN(C(=O)CN(c2ccccc2Cl)S(=O)(=O)c2ccc(C)cc2)CC1	4	3	-1	24	8	-2	5	7
